Assay outcomes as filed in PubChem BioAssay.
NCOA3 inh = inhibits human SRC3 coactivator; AID 588352; Q9Y6Q9; HEK293 GAL4-SRC3 luciferase reporter, luminescence; hit rate 0.17% among 360,000; inhibition, % at 3.6 µM;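 active = inhibition above a per-campaign cutoff, the mean of all compounds plus 3 SD, cut at about 60% in these data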;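 note: 0% = DMSO-treated cells and 100% = gossypol-treated cells at 36 µM; higher means less SRC3-driven luciferase light from the GAL4 reporter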
SRC1 inh = human NCOA1 inhibition | Q15788 | HEK293 GAL4-SRC1 luciferase reporter, luminescence | inhibition, % at 3.6 µM | hit rate 0.12% among 360,000 | AID 588354;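 active = inhibition above the campaign mean plus 3 SD, with each screening campaign given its own cutoff, cut at about 60% in these data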;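 note: 0% = DMSO treated cells and 100% = gossypol at 36 µM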
Target sequence (Q15788 whole entry, looked up, the tested form may be a part): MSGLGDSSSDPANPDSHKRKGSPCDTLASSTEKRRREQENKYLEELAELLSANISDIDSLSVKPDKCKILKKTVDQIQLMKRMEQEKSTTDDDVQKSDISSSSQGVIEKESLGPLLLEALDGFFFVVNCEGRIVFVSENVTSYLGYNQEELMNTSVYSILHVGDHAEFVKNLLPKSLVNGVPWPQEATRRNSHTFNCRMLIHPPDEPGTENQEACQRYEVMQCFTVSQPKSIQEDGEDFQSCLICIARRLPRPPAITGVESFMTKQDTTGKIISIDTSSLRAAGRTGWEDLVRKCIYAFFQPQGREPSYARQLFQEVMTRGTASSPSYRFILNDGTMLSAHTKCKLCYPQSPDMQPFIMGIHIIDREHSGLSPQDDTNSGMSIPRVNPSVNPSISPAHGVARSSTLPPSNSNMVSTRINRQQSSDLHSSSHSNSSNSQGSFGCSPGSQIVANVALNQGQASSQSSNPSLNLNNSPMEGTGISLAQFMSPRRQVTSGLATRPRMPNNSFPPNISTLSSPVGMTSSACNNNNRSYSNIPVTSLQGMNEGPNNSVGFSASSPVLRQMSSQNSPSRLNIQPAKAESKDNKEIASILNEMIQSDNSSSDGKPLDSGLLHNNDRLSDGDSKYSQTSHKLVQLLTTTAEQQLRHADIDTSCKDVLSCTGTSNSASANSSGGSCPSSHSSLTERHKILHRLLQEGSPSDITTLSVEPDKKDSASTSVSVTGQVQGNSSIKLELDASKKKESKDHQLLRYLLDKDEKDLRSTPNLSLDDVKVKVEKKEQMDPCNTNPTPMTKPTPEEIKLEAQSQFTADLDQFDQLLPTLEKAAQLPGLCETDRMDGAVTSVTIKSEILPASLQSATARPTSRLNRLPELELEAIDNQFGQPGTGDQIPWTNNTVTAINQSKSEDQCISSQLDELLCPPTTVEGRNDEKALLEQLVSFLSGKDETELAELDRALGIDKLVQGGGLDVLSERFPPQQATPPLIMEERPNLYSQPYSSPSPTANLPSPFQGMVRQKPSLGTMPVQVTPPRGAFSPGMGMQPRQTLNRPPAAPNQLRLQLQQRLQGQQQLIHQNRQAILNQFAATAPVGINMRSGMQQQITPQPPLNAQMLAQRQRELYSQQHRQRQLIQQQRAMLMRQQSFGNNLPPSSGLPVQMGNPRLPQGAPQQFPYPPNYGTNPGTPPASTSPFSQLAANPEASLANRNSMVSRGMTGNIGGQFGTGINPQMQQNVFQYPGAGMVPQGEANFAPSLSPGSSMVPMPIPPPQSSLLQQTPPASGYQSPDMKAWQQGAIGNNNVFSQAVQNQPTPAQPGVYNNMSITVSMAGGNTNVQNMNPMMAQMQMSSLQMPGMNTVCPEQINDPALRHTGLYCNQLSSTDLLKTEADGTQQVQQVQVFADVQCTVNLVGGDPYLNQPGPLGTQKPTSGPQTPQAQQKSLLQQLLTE
CF NFkB inh = cystic fibrosis NF-kB activation inhibition; KKLEB NF-kB-GFP reporter, PAF-induced, GFP fluorescence overnight; inhibition, % at 5 µM; hit rate 0.86% among 360,000; AID 588850;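 active = at least 50% inhibition at 5 µM, scaled per plate between neutral and stimulator controls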;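 note: PAF is a Pseudomonas aeruginosa culture filtrate used as stimulus; plate controls were PAF-stimulated DMSO wells for no effect and unstimulated DMSO wells for full effect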
C8 TRAIL sens = caspase-8 TRAIL sensitization. NB7+C8 cells + TRAIL, ATPlite viability luminescence. hit rate 1% among 360,000. inhibition (viability loss, TRAIL sensitization), % at 10 µM;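 active = compounds causing at least 50% loss of cell viability in the single-dose screen, relative to plate controls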
COUP-TFII inh = NR2F2 (human) inhibition, primary screen. P24468. HEK293T NGFI-A luciferase reporter, luminescence. inhibition, % at 8.6 µM. hit rate 0.7% among 370,000;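 active = inhibition above a per-plate cutoff, mean inhibition of test wells between control levels plus 3 SD, cut at about 38% in these data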;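 note: cells cotransfected with COUP-TFII expression vector driving the NGFI-A reporter; 0% = median of COUP-TF2 test wells and 100% = reporter-only cells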
TWEAK-Fn14 inh = TWEAK-Fn14 signaling inhibition | TWEAK-stimulated Fn14 reporter cells, luciferase luminescence, 8 h | inhibition, % at 10 µM | hit rate 2% among 360,000; in the data active = inhibition above about 50%
NR5A2 inv ag = suppresses constitutive activity of human LRH-1 | O00482 | HEK293T StAR-luciferase reporter, LRH-1 transfected, 24 h | inhibition, % at 3.6 µM | hit rate 0.13% among 360,000;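 active = inhibition above the mean inhibition of all tested compounds plus 3 SD, cut at about 73% in these data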;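 note: 0% = DMSO wells and 100% = reporter-only cells lacking LRH-1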
EBV LMP1 NFkB = Epstein-Barr LMP1 NF-kappaB reporter inhibition; LMP1-induced NF-kappaB luciferase reporter cells, luminescence; inhibition, % at 12.5 µM; hit rate 0.69% among 350,000; in the data active = inhibition above about 41%;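 note: 0% = neutral control wells and 100% = reference inhibitor control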
TROY NFkB inh = inhibitors of TROY-dependent NF-kB signaling; Q293 LMP1-TROYcd NF-kB luciferase reporter, 4 h; inhibition, % at 10 µM; hit rate 0.98% among 360,000;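 active = compounds whose plate-normalised and pattern-corrected inhibition of the luciferase reporter signal at the single screening dose is 50% or more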
Shn3 inh set2 = Schnurri-3 reporter inhibition in Clone20 osteoblasts; Clone20 osteoblast Shn3 3'UTR firefly luciferase, 24 h; inhibition, % at 12.5 µM; hit rate 0.52% among 360,000; AID 588674;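 active = mean inhibition of at least 75% with every replicate also reaching 75%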;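 note: 0% = median of neutral control wells and 100% = pilot-screen positive control compound; some compounds past the cut are filed as inactive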
KKLEB cytotox = counter-screen for CF NF-kB inhibitors: cytotoxicity. KKLEB CF airway cells viability, ATPlite luminescence, overnight; stronger effect = lower value; cells stimulated with P. aeruginosa culture filtrate. activity change (cytotoxicity), % at 5 µM. hit rate 0.36% among 360,000;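 active = corrected activity change at or below -50% at 5 µM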
Numbers without * were called inactive; . = no result given.

SMILES | NCOA3 inh | SRC1 inh | CF NFkB inh | C8 TRAIL sens | COUP-TFII inh | TWEAK-Fn14 inh | NR5A2 inv ag | EBV LMP1 NFkB | TROY NFkB inh | Shn3 inh set2 | KKLEB cytotox
COCCSc1ccccc1C(=O)N1CCc2ccccc21 | -7 | -28 | -15 | -12 | 7 | 4 | 1 | 2 | 24 | -7 | 8
O=S(=O)(NC1c2cccc3cccc(c23)C1Sc1ncccn1)c1ccc(Cl)cc1 (stereo unspecified) | 20 | 3 | 5 | -3 | 15 | 20 | 0 | -3 | 8 | 14 | -2
c1ccc(-c2ccc3cnccc3n2)cc1 | -15 | -29 | 16 | -11 | -40 | -11 | -46 | . | -19 | -40 | -7
CCOC(=O)C(CC)/C(C)=N\NC(=O)CCC(=O)Nc1ccc(Cl)cc1Cl (stereo unspecified) | 10 | -8 | -4 | -4 | 2 | -6 | -8 | 11 | -9 | 4 | 10
COc1ccc(N2CCN(C(=O)Cc3coc4cc(C)ccc34)CC2)cc1 | 5 | 4 | -3 | -10 | -21 | -9 | -1 | 10 | 1 | -7 | 8
CCOc1ccc2nc(SCC)[nH]c2c1 | -48 | -36 | 2 | -3 | -12 | 5 | -28 | -2 | -59 | -11 | -2
CCOc1cc(CO)cc(Br)c1OCC(=O)O | 5 | -14 | 5 | 2 | -4 | -2 | -7 | 4 | -15 | -1 | -3
CC(=O)Nc1cc(-c2ccccc2)nn1Cc1ccc(Cl)cc1 | -4 | 3 | 8 | -23 | 6 | 49 | 1 | -4 | 1 | -5 | -4
C/C=C/c1ccc(OCCCCN2CCN(CC)CC2)c(OC)c1 | -8 | -4 | 0 | 9 | -16 | -15 | 2 | 0 | 4 | 8 | -6
CCc1ccc(N(C(=O)CCC(=O)Nc2cc(C)on2)C(C(=O)NC(C)(C)C)c2ccc(OC)cc2)cc1 (stereo unspecified) | 4 | 6 | -3 | -9 | 1 | 10 | 5 | 10 | 2 | -9 | 7
CC(OC(=O)c1ccc(S(C)(=O)=O)c([N+](=O)[O-])c1)C(=O)NC1C2CC3CC(C2)CC1C3 (stereo unspecified) | -25 | -38 | 95* | 73* | -20 | 102* | -5 | . | 49 | 98* | -47
O=C(NCCC1CCCCN1S(=O)(=O)c1ccc(F)cc1)C(=O)NCc1ccncc1 (stereo unspecified) | 31 | 10 | 16 | 0 | 1 | 0 | 26 | 2 | -4 | 8 | -12

Compound profiles (already shown).
Listed for `CC(=O)Nc1cc(-c2ccccc2)nn1Cc1ccc(Cl)cc1` = NCOA3 inh = -4; SRC1 inh = 3; CF NFkB inh = 8; C8 TRAIL sens = -23; COUP-TFII inh = 6; TWEAK-Fn14 inh = 49; NR5A2 inv ag = 1; EBV LMP1 NFkB = -4; TROY NFkB inh = 1; Shn3 inh set2 = -5; KKLEB cytotox = -4
Listed for `COCCSc1ccccc1C(=O)N1CCc2ccccc21` = NCOA3 inh = -7; SRC1 inh = -28; CF NFkB inh = -15; C8 TRAIL sens = -12; COUP-TFII inh = 7; TWEAK-Fn14 inh = 4; NR5A2 inv ag = 1; EBV LMP1 NFkB = 2; TROY NFkB inh = 24; Shn3 inh set2 = -7; KKLEB cytotox = 8

(further entries)
SMILES | NCOA3 inh | SRC1 inh | CF NFkB inh | C8 TRAIL sens | COUP-TFII inh | TWEAK-Fn14 inh | NR5A2 inv ag | EBV LMP1 NFkB | TROY NFkB inh | Shn3 inh set2 | KKLEB cytotox
O=C(CCC1CCCN(C(=O)COc2ccccc2)C1)N1CCN(c2ccccn2)CC1 (stereo unspecified) | 4 | 8 | -16 | 0 | 15 | -10 | -5 | 4 | -27 | 21 | 10
CC(=Nc1cccc(C)c1)c1sc2ccccc2c1O | -106 | -91 | -24 | 29 | -72 | -25 | -29 | -93 | 3 | -69 | -2
Cc1ccc(S(=O)(=O)C2C(=O)NC3(C)CC2c2ccccc2O3)cc1 (stereo unspecified) | -8 | 4 | 5 | -1 | -19 | 2 | -1 | -4 | 12 | -9 | -2
Cc1nn(-c2ccc(C(=O)Nc3nnc(C4CC4)s3)cc2)c(C)c1Cl | -19 | -27 | 8 | -1 | 2 | -1 | -3 | 13 | 11 | 18 | -2
Cc1cc(S(=O)(=O)NC(C)C)ccc1OCC(=O)NCc1ccccc1 | 5 | 15 | 0 | -9 | -12 | -9 | 14 | 2 | 3 | 9 | 1
Cc1nc2ccc(S(=O)(=O)NCC(=O)N3CCC(N4CCCCC4)CC3)cc2s1 | 3 | -13 | -8 | -3 | 12 | -33 | -17 | 2 | -30 | 7 | 11
Cn1c(N/N=C/c2ccccc2)nc2sc3c(c2c1=O)CCC3 | -7 | -10 | -19 | 6 | -6 | 8 | -2 | 8 | 12 | -24 | -3
FC(F)Oc1cccc(NC(=S)N2CCN(c3ccccn3)CC2)c1 | 10 | -3 | 3 | -6 | -15 | 30 | 15 | 4 | 4 | 17 | -2
O=c1[nH]c(C2CCN(S(=O)(=O)c3ccccc3C(F)(F)F)CC2)nc2c1nnn2Cc1ccccc1 | -10 | -17 | 2 | 2 | 25 | -41 | 13 | -6 | 51* | 2 | -2
Cc1c(O)ccc2c(CC(=O)N[C@@H](Cc3ccccc3)C(=O)O)cc(=O)oc12 | 7 | 5 | -11 | -17 | 5 | 12 | -1 | 7 | 3 | 3 | 6
COc1ccc(OCC(=O)NCCCNC(=O)COc2ccc(OC)cc2)cc1 | 9 | 3 | -13 | -7 | 11 | 11 | 14 | -1 | -19 | 5 | -3
CCCc1cc(C(=O)Nc2ccc(C(=O)OC)cc2)cs1 | -32 | -68 | 11 | -5 | -42 | -12 | -61 | -2 | -2 | -60 | -1
O=C(COC(=O)c1ccc([N+](=O)[O-])s1)Nc1cccc(S(=O)(=O)NC2=NCCCCC2)c1 | 5 | 3 | 0 | -9 | 5 | -11 | 23 | 1 | -13 | 0 | 5
COc1ccc(N(Cc2ccccc2)C(=O)CSc2nnc(Cn3nnc4ccccc43)o2)cc1 | 24 | -33 | 7 | -1 | 12 | -4 | 10 | -10 | 20 | 30 | 0
COc1ccc(/C=N/Nc2ccc([N+](=O)[O-])cc2)cc1O | -78 | -83 | -64 | 20 | -45 | -40 | -107 | -17 | -71 | -54 | 9
COCc1c(C(=O)N/N=C/c2cccc3ccccc23)nnn1-c1nonc1N | -2 | 11 | 20 | 2 | 14 | -6 | -2 | 3 | -8 | -10 | 6
CC(C)CC(c1nnnn1C(C)C)N1CCN(c2cccc(Cl)c2)CC1 (stereo unspecified) | 14 | 7 | 15 | -1 | -8 | -21 | 23 | 3 | 9 | 13 | -5
CC1CN(C(=O)COC(=O)c2cnc(Cl)c(Cl)c2)CC(C)O1 (stereo unspecified) | 6 | 7 | 11 | 15 | 4 | 4 | 11 | 4 | 23 | 6 | -3
Cn1c2ccccc2c(=O)c2ccc(NCc3ccc4c(c3)OCO4)cc21 | -42 | -20 | -54 | 10 | -22 | -38 | -32 | 3 | -45 | -45 | 13
O=C(CN1C(=O)c2cccc([N+](=O)[O-])c2C1=O)N1CCc2ccccc2C1 | 4 | 0 | 13 | 2 | 12 | 23 | 1 | 3 | 27 | -7 | -6
Cc1ccc(NC(=O)CCC(=O)OCC(=O)c2ccc(-c3ccccc3)cc2)cc1 | -6 | -10 | 17 | -5 | 3 | -5 | -13 | 14 | -32 | -7 | -6
O=C(CSC(=S)N1CCOCC1)Nc1nc(-c2ccccc2)c(-c2ccccc2)o1 | -4 | -24 | -11 | 2 | 5 | -66 | -7 | -4 | -6 | -2 | -24
CC(=O)N[C@@H](Cc1c[nH]c2ccccc12)C(=O)NC1CCCc2ccccc21 (stereo partly specified) | 5 | -6 | -10 | -13 | 6 | 20 | 15 | 3 | -3 | -21 | 8
COC(=O)c1sc(S(=O)(=O)NCC(=O)O)c(C(=O)OC)c1C | 13 | -21 | -7 | -9 | 6 | 5 | -25 | -4 | 1 | -15 | 13
COc1ccc(S(=O)(=O)O)cc1P(=O)(c1ccccc1)c1ccccc1 | -6 | 3 | -2 | -2 | -4 | 19 | 2 | -2 | -3 | -8 | 3
O=C(O)c1[nH]c2ccccc2c1C=NCc1ccccc1Cl | -6 | 1 | 8 | 19 | -2 | 14 | 14 | 5 | -15 | -4 | -1
CN(C)c1ccc(-n2cccc2/C=C2/SC(=Nc3ccc(F)cc3)NC2=O)cc1 | -8 | 11 | -9 | 20 | 9 | -18 | 10 | -36 | 11 | 37 | -12
Cc1ccc(NS(=O)(=O)c2cccs2)nc1 | -2 | -14 | 13 | 7 | 1 | 2 | 17 | -1 | -26 | 6 | 8
Cc1cc(C)cc(N(CCC(=O)O)S(=O)(=O)c2ccc3ccccc3c2)c1 | 11 | -13 | 2 | -7 | -2 | 11 | -2 | 5 | 9 | 7 | -2
CC1CCN(S(=O)(=O)c2ccc3c(c2)c(=O)c(C(=O)N2CCCCC2)cn3C)CC1 | -25 | 2 | 2 | -6 | -2 | -3 | 3 | 8 | -18 | -9 | 3
O=C(NCc1ccco1)c1cnn2c1NC(c1ccc(Br)cc1)CC2C(F)(F)F (stereo unspecified) | 12 | 3 | 2 | -1 | 2 | -1 | 15 | 14 | 11 | 9 | -8
CN(Cc1ccc(Cl)cc1Cl)C(=O)CN1C(=O)NC2(CCCC2)C1=O | -11 | -35 | -7 | -26 | 14 | -5 | -10 | -3 | 9 | -11 | 7
O=C(Nc1ccc2c(c1)[C@@H]1C[C@@H](CC(=O)N3CCOCC3)O[C@@H](CO)[C@@H]1O2)NC1CCCC1 | 4 | 3 | -9 | -12 | -6 | 14 | 6 | 3 | 5 | 0 | 6
Cc1ccccc1NC(=O)Cc1nc(COC(=O)/C=C/c2ccccc2)cs1 | -8 | -13 | -2 | 3 | -3 | -8 | -8 | 4 | -35 | -28 | -13
O=C(CSc1nc2ccccc2s1)Nc1ccc2c(c1)OCO2 | 8 | -35 | -7 | 1 | -25 | -21 | 10 | -7 | -6 | 7 | -4
COc1cccc(CNC(=O)c2ccc(CS(=O)Cc3ccccc3Cl)o2)c1 (stereo unspecified) | -13 | -37 | -20 | -6 | -4 | -10 | -10 | -7 | -7 | 23 | 1
COCC(=O)N1CCC(Oc2ccc(C(=O)N3C[C@@H](C)O[C@@H](C)C3)cc2)CC1 | -2 | 0 | 6 | -1 | -8 | -6 | -15 | -4 | -21 | 8 | -8
C=CCN(CC=C)S(=O)(=O)c1ncn[nH]1 | 8 | 4 | 3 | 2 | 5 | 9 | 14 | -5 | -3 | -8 | 2
O=C(NCCN1CCOCC1)c1ccc(Cl)c(S(=O)(=O)N2CCCC2)c1 | 8 | 16 | -12 | 5 | 11 | 27 | 11 | 1 | 9 | -14 | 3
CC1(c2nnc(-c3ccncc3)o2)CC(c2ccc([N+](=O)[O-])cc2)=NO1 (stereo unspecified) | 5 | -3 | 8 | -3 | 9 | -12 | 4 | 1 | -9 | 1 | -7
O=C(O)c1ccc(N2CC3CC(C2)c2cccc(=O)n2C3)c(NC(=S)Nc2ccc(Br)cc2)c1 (stereo unspecified) | 13 | -2 | -11 | -4 | -3 | -46 | -2 | -24 | -61 | 27 | 6
C(=NN=C1c2ccccc2-c2ccccc21)c1ccc2c(c1)OCO2 | -38 | -47 | -20 | 6 | -11 | -15 | -31 | -18 | -37 | -28 | 7
COc1ccc(C)cc1NC(=O)NNC(=O)c1ccoc1C | -7 | -15 | -25 | -15 | -9 | -5 | 4 | 3 | 8 | -21 | -12

The list is partial; count on the stated rates, not on these rows.
